NOD1 inhibition: inhibition of NOD1-driven NF-kB reporter – cell-based, luminescence, uHTS, primary screen (AID 1578). 290,000 tested, 1% active. inhibition, % at 4 µM, or EC50 in µM where a hit was titrated. NOD1-driven NF-kB luciferase reporter cells, luminescence; higher % means a stronger effect; in the data active = inhibition mostly above about 36%, no sharp cut-off; inactive = mostly below about 34%;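 note: HEK-293T reporter cells stimulated with the NOD1 agonist gamma-tri-DAP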
HIV fusion peptide: inhibitors of HIV fusion peptide binding, primary screen, biochemical, uHTS, fluorescence dequenching (AID 1986); inhibition, % at 20 µM, or IC50 in µM where a hit was titrated; cell-free peptide binding, fluorescence dequenching, 30 min; higher % means a stronger effect; 290,000 tested, 0.3% active; in the data active = inhibition mostly above about 52%, no sharp cut-off; inactive = mostly below about 76%; note: some results filed as inactive read as strong as hits
KOR beta-arrestin-1: KOR agonists, beta-arrestin recruitment, primary screen, cell-based, luminescence, uHTS (AID 1777); 280,000 tested, 0.02% active; KOR beta-arrestin recruitment, luminescence; higher % means a stronger effect; activation, % at 10 µM, or EC50 in µM where a hit was titrated; in the data active = activation above about 50%, passing the limit was not always enough; note: a part of the inactive calls stands beside numbers as strong as those of hits
Yfh1-depleted yeast: enhancers of respiration in Yfh1-depleted yeast, dose response, Friedreich's ataxia, plus single-dose screen (AID 1465). S. cerevisiae Yfh1-off respiration, WST-1 reduction, 72 h; higher fold induction means a stronger effect. 220,000 tested, 0.074% active. fold induction at 50 µM; hits with a dose series show EC50 in µM;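 active = fold induction of absorbance versus untreated yeast above a set limit, then at least 30% activation at any dose in follow-up; inconclusive = repeats straddling the limit, or above it without dose testing; inactive = fold induction below the set limit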;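 note: activators that raise dye reduction in frataxin-depleted yeast; strong numbers were not always called active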
West Nile antiviral: West Nile virus antiviral activity, cell-based, CPE readout (AID 1621). West Nile virus-infected cells, CPE inhibition; higher % means a stronger effect. one-dose CPE inhibition, % at 10 µM; IC50 in µM for titrated hits. 290,000 tested, 0.02% active; in the data active = a potency from the dose series; inconclusive = CPE inhibition mostly from about 3.7% at the one dose, without a potency; inactive = the rest, 99 in 100 with CPE inhibition below about 2.2%; note: strong numbers were not always called active
NOD2 inhibition: inhibition of NOD2-driven NF-kB reporter – cell-based, luminescence, uHTS, HEK293 (AID 1566). 290,000 tested, 0.63% active. HEK293 NOD2/NF-kB luciferase reporter, luminescence; higher % means a stronger effect. inhibition, % at 4 µM; hits with a dose series show EC50 in µM; note: many of its hits are not listed in these tables
KOR beta-arrestin-2: kappa opioid receptor blockers – cell-based, luminescence, uHTS (AID 1778); KOR beta-arrestin recruitment, luminescence, antagonist mode; higher % means a stronger effect; one-dose inhibition, % at 10 µM; IC50 in µM for titrated hits; 290,000 tested, 0.091% active; note: strong numbers were not always called active
AID2073: inhibitors of Mint1-CaV2.2 protein interaction, biochemical, HTRF (AID 2073); HTRF protein-protein interaction, Mint1-CaV2.2; higher % means a stronger effect; inhibition, % at 20 µM, or IC50 in µM where a hit was titrated; 290,000 tested, 0.19% active; in the data active = inhibition mostly above about 51%, no sharp cut-off; inconclusive = no clear call, values can overlap the other calls; inactive = mostly below about 53%; note: some results filed as inactive read as strong as hits
Dengue-2 NS5 capping: Dengue-2 NS5 methyltransferase inhibitors, primary screen, biochemical, confirmation dose response (AID 588689); Dengue-2 NS5 methyltransferase capping enzyme assay, biochemical; higher % means a stronger effect; inhibition, % at 25 µM; hits with a dose series show IC50 in µM; 340,000 tested, 0.3% active; in the data active = a potency from the dose series; inconclusive = inhibition above about 29% without an active follow-up result
Dengue-2 NS5 capping pilot replicate: second read-out of Dengue-2 NS5 capping, no call of its own (marks repeat the call); inhibition, %; measured here: pilot screen replicate inhibition
* = called active by the depositor. Cut-off read from the data, not from the text of the source, unless noted: active = inhibition above about 50%; inactive = the rest. A portion of the library; the hit share may differ from the screen's.

What do the screens show for `CCCCSc1ncnc2[nH]ncc12`?
NOD1 inhibition: -10.0%; HIV fusion peptide: 0.6%; KOR beta-arrestin-1: 0.3%; Yfh1-depleted yeast: inactive; West Nile antiviral: 0.0%; NOD2 inhibition: 8.9%; KOR beta-arrestin-2: -11.1%; AID2073: 19.0%; Dengue-2 NS5 capping: 0.8%

Results for COc1ccc(OC)c(NC(=O)c2cc(-c3cc(Cl)ccc3O)n[nH]2)c1 ?
NOD1 inhibition: 61.4%*; HIV fusion peptide: 3.4%; KOR beta-arrestin-1: 5.3%; Yfh1-depleted yeast: inactive; West Nile antiviral: -1.2%; NOD2 inhibition: 21.3%; KOR beta-arrestin-2: -29.1%; AID2073: -5.5%; Dengue-2 NS5 capping: -0.8%

How did Cc1ccc(S(=O)(=O)N(CC(=O)N/N=C\c2cccs2)c2cccc3cccnc23)cc1 do in these assays?
NOD1 inhibition: -29.7%; HIV fusion peptide: 1.9%; KOR beta-arrestin-1: 5.2%; Yfh1-depleted yeast: inactive; West Nile antiviral: -0.1%; NOD2 inhibition: 12.1%; KOR beta-arrestin-2: 25.9%; AID2073: 16.5%; Dengue-2 NS5 capping: 4.4%

Results for COc1cccc(Cn2c(OCC3CCCO3)nc3c2c(=O)n(C)c(=O)n3C)c1 (configuration not stated) ?
NOD1 inhibition: -4.1%; HIV fusion peptide: -1.0%; KOR beta-arrestin-1: 4.8%; Yfh1-depleted yeast: inactive; West Nile antiviral: -0.7%; NOD2 inhibition: 10.2%; KOR beta-arrestin-2: -39.4%; AID2073: 3.8%; Dengue-2 NS5 capping: 8.9%

Results for CCOC(=O)C1=C(C)Nc2ncnn2C1c1cccs1 (configuration not stated) ?
NOD1 inhibition: -3.9%; HIV fusion peptide: 2.6%; KOR beta-arrestin-1: 2.8%; Yfh1-depleted yeast: inactive; West Nile antiviral: -0.5%; NOD2 inhibition: 5.4%; KOR beta-arrestin-2: 28.4%; AID2073: 3.1%; Dengue-2 NS5 capping: -0.8%

Results for CN(C)CCCNc1ccc(S(N)(=O)=O)cc1[N+](=O)[O-] ?
NOD1 inhibition: -27.3%; HIV fusion peptide: -0.6%; KOR beta-arrestin-1: 5.6%; Yfh1-depleted yeast: inactive; West Nile antiviral: -0.4%; NOD2 inhibition: 0.1%; KOR beta-arrestin-2: -2.9%; AID2073: 2.2%; Dengue-2 NS5 capping: -1.4%

How did O=C(CSc1nnc(COc2ccccc2F)n1-c1ccccc1)NC1CCS(=O)(=O)C1 (configuration not stated) do in these assays?
NOD1 inhibition: 1.4%; HIV fusion peptide: -0.5%; KOR beta-arrestin-1: -3.0%; Yfh1-depleted yeast: inactive; West Nile antiviral: 0.4%; NOD2 inhibition: 10.3%; KOR beta-arrestin-2: 30.4%; AID2073: 0.3%; Dengue-2 NS5 capping: -0.9%

How did CCC1CCCCN1CCCNC(=O)COc1cc(=O)n(C)c2ccccc12 (configuration not stated) do in these assays?
NOD1 inhibition: -26.0%; HIV fusion peptide: 3.1%; KOR beta-arrestin-1: -2.1%; Yfh1-depleted yeast: inactive; West Nile antiviral: -0.5%; NOD2 inhibition: -13.5%; KOR beta-arrestin-2: 13.9%; AID2073: 7.3%; Dengue-2 NS5 capping: 0.7%; Dengue-2 NS5 capping pilot replicate: -2.7

How did CC(NC(=O)c1ccccc1Cl)c1ccc(-n2ccnc2)cc1 (configuration not stated) do in these assays?
NOD1 inhibition: 6.0%; HIV fusion peptide: 0.3%; KOR beta-arrestin-1: 3.6%; West Nile antiviral: -0.2%; NOD2 inhibition: 7.5%; KOR beta-arrestin-2: -49.6%; AID2073: 5.7%; Dengue-2 NS5 capping: -2.6%

Results for O=C(COc1ccc(/C=N/NS(=O)(=O)c2ccccc2)cc1)N1CCOCC1 ?
NOD1 inhibition: -19.5%; HIV fusion peptide: 0.8%; KOR beta-arrestin-1: 3.3%; Yfh1-depleted yeast: inactive; West Nile antiviral: 0.4%; NOD2 inhibition: 10.8%; KOR beta-arrestin-2: -47.6%; AID2073: 10.7%; Dengue-2 NS5 capping: 5.5%

What do the screens show for `CC(=O)c1cccc(S(=O)(=O)NCC(c2ccco2)N2CCCCC2)c1` (configuration not stated)?
NOD1 inhibition: 1.6%; HIV fusion peptide: -0.4%; KOR beta-arrestin-1: -0.4%; Yfh1-depleted yeast: inactive; West Nile antiviral: -0.8%; NOD2 inhibition: 2.6%; KOR beta-arrestin-2: -72.1%; AID2073: 7.9%; Dengue-2 NS5 capping: -6.2%

How did COc1ccc(-c2nonc2NC(=O)c2oc3ccc(F)cc3c2C)cc1OC do in these assays?
NOD1 inhibition: 12.7%; HIV fusion peptide: 0.0%; KOR beta-arrestin-1: 2.1%; West Nile antiviral: 0.3%; NOD2 inhibition: 43.4%; KOR beta-arrestin-2: -26.3%; AID2073: 6.4%; Dengue-2 NS5 capping: -7.1%

What do the screens show for `CC(=O)NCCNc1ccc([N+](=O)[O-])cn1`?
NOD1 inhibition: -29.3%; HIV fusion peptide: 0.9%; KOR beta-arrestin-1: -2.1%; Yfh1-depleted yeast: inactive; West Nile antiviral: 0.8%; NOD2 inhibition: 17.6%; KOR beta-arrestin-2: -19.6%; AID2073: -6.6%; Dengue-2 NS5 capping: -4.4%

What do the screens show for `Cn1cnc2c(N/N=C/c3cccs3)ncnc21`?
NOD1 inhibition: -9.3%; HIV fusion peptide: -0.4%; KOR beta-arrestin-1: -1.0%; Yfh1-depleted yeast: inactive; West Nile antiviral: -0.4%; NOD2 inhibition: -76.6%; KOR beta-arrestin-2: 25.2%; AID2073: 15.5%

Results for COc1ccc(-c2[nH]ncc2/C=N/NC(=O)c2cc(Br)ccc2O)c(OC)c1 ?
NOD1 inhibition: -25.0%; HIV fusion peptide: 42.1%; KOR beta-arrestin-1: 0.3%; Yfh1-depleted yeast: inactive; West Nile antiviral: 0.0%; NOD2 inhibition: 14.1%; KOR beta-arrestin-2: 20.8%; AID2073: inconclusive; Dengue-2 NS5 capping: 0.6%

Results for Cc1ccc(C)c(SCC(=O)Nc2cccnc2Cl)c1 ?
NOD1 inhibition: -32.2%; HIV fusion peptide: -0.1%; KOR beta-arrestin-1: -1.8%; Yfh1-depleted yeast: inactive; West Nile antiviral: -0.6%; NOD2 inhibition: 10.2%; KOR beta-arrestin-2: 8.0%; AID2073: -4.5%; Dengue-2 NS5 capping: -1.6%

How did N#CC1=C2Nc3ccccc3N2C(=O)NC1(c1ccccc1)C(F)(F)F (configuration not stated) do in these assays?
NOD1 inhibition: 30.4%; HIV fusion peptide: -2.3%; KOR beta-arrestin-1: -2.0%; West Nile antiviral: -0.1%; NOD2 inhibition: 9.5%; KOR beta-arrestin-2: 12.5%; AID2073: 8.6%; Dengue-2 NS5 capping: -0.7%

Results for CN1C(=S)N2CCCN2C1c1ccccc1 (configuration not stated) ?
NOD1 inhibition: 7.4%; HIV fusion peptide: 0.9%; KOR beta-arrestin-1: -0.6%; Yfh1-depleted yeast: inactive; West Nile antiviral: 0.2%; NOD2 inhibition: 21.3%; KOR beta-arrestin-2: 24.6%; AID2073: 3.5%; Dengue-2 NS5 capping: -6.3%

How did Cc1cccc2cc(CN(CCN(C)C)C(=S)Nc3ccccc3)c(=O)[nH]c12 do in these assays?
NOD1 inhibition: 31.3%; HIV fusion peptide: -2.0%; KOR beta-arrestin-1: -2.2%; Yfh1-depleted yeast: inactive; West Nile antiviral: -0.9%; NOD2 inhibition: 6.9%; KOR beta-arrestin-2: -25.2%; AID2073: -8.5%; Dengue-2 NS5 capping: 0.6%

Results for O=C(c1ccncc1)c1ccc(NC(=O)c2cccs2)cc1 ?
NOD1 inhibition: -10.5%; HIV fusion peptide: -0.1%; KOR beta-arrestin-1: -3.0%; Yfh1-depleted yeast: inactive; West Nile antiviral: -1.1%; NOD2 inhibition: 5.0%; KOR beta-arrestin-2: 3.2%; AID2073: 11.4%; Dengue-2 NS5 capping: -0.8%

What do the screens show for `O=C(N/C(=C/c1cccnc1)C(=O)N1CCOCC1)c1ccco1`?
NOD1 inhibition: -37.9%; HIV fusion peptide: 0.6%; KOR beta-arrestin-1: 2.1%; Yfh1-depleted yeast: inactive; West Nile antiviral: 0.0%; NOD2 inhibition: 2.2%; KOR beta-arrestin-2: 1.2%; AID2073: -4.8%; Dengue-2 NS5 capping: -1.4%

What do the screens show for `CC(C)CC(c1nnnn1C(C)C)N1CCN(c2cccc(Cl)c2)CC1` (configuration not stated)?
NOD1 inhibition: -17.4%; HIV fusion peptide: -2.3%; KOR beta-arrestin-1: 2.5%; Yfh1-depleted yeast: inactive; West Nile antiviral: 0.8%; NOD2 inhibition: 4.0%; KOR beta-arrestin-2: -23.4%; AID2073: 1.5%; Dengue-2 NS5 capping: -8.2%

How did CC(C)(C)NC(=O)C(c1ccncc1)N(Cc1cccs1)C(=O)c1csnn1 (configuration not stated) do in these assays?
NOD1 inhibition: 0.5%; HIV fusion peptide: -0.2%; KOR beta-arrestin-1: 1.0%; Yfh1-depleted yeast: inactive; West Nile antiviral: 0.1%; NOD2 inhibition: 17.0%; KOR beta-arrestin-2: 13.5%; AID2073: -18.6%; Dengue-2 NS5 capping: -4.6%

How did Oc1ccccc1N1CCN(C(=S)NCc2ccccc2)CC1 do in these assays?
NOD1 inhibition: -20.0%; HIV fusion peptide: 0.0%; KOR beta-arrestin-1: -5.0%; Yfh1-depleted yeast: inactive; West Nile antiviral: -0.4%; NOD2 inhibition: 17.6%; KOR beta-arrestin-2: 13.1%; AID2073: -14.1%; Dengue-2 NS5 capping: 0.7%

What do the screens show for `CCOC(=O)COc1cccc2c(=O)n(CC(=O)N3CCC(C)CC3)ccc12`?
NOD1 inhibition: -5.2%; HIV fusion peptide: 0.8%; KOR beta-arrestin-1: -2.7%; Yfh1-depleted yeast: inactive; West Nile antiviral: -0.4%; NOD2 inhibition: -6.1%; KOR beta-arrestin-2: -5.0%; AID2073: -3.0%; Dengue-2 NS5 capping: -5.5%

Results for CCC(c1nnnn1CCOC)N(Cc1cc2cc(C)c(C)cc2[nH]c1=O)CC1CCCO1 (configuration not stated) ?
NOD1 inhibition: -5.8%; HIV fusion peptide: 4.4%; KOR beta-arrestin-1: 2.3%; Yfh1-depleted yeast: inactive; West Nile antiviral: 0.3%; NOD2 inhibition: 1.9%; KOR beta-arrestin-2: 16.3%; AID2073: 22.4%; Dengue-2 NS5 capping: 4.8%; Dengue-2 NS5 capping pilot replicate: 1.7

Random excerpt: two entries already listed
What do the screens show for `CC(=O)NCCNc1ccc([N+](=O)[O-])cn1`?
NOD1 inhibition: -29.3%; HIV fusion peptide: 0.9%; KOR beta-arrestin-1: -2.1%; Yfh1-depleted yeast: inactive; West Nile antiviral: 0.8%; NOD2 inhibition: 17.6%; KOR beta-arrestin-2: -19.6%; AID2073: -6.6%; Dengue-2 NS5 capping: -4.4%

How did COc1ccc(-c2nonc2NC(=O)c2oc3ccc(F)cc3c2C)cc1OC do in these assays?
NOD1 inhibition: 12.7%; HIV fusion peptide: 0.0%; KOR beta-arrestin-1: 2.1%; West Nile antiviral: 0.3%; NOD2 inhibition: 43.4%; KOR beta-arrestin-2: -26.3%; AID2073: 6.4%; Dengue-2 NS5 capping: -7.1%

Assay outcomes as filed in PubChem BioAssay.
